High-throughput results: PubChem BioAssay, several laboratories
KKLEB cytotox: reduces viability of KKLEB cystic fibrosis airway cells; 360,000 compounds, 0.36% hits; AID 602141; KKLEB CF airway cells viability, ATPlite luminescence, overnight; stronger effect = lower value; cells stimulated with P. aeruginosa culture filtrate; activity change (cytotoxicity), % at 5 µM;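 active means corrected activity change at or below -50% at 5 µM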
TWEAK Fn14 block: TWEAK-Fn14 signaling inhibition; inhibition, % at 10 µM; AID 1159606; TWEAK-stimulated Fn14 reporter cells, luciferase luminescence, 8 h; 360,000 compounds, 2% hits; in the data active means inhibition above about 50%
Shn3 inh set2: inhibitors of Schnurri-3 3'UTR reporter in osteoblasts | Clone20 osteoblast Shn3 3'UTR firefly luciferase, 24 h | inhibition, % at 12.5 µM | 360,000 compounds, 0.52% hits;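 active means mean inhibition of at least 75% with every replicate also reaching 75%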;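 further: 0% = median of neutral control wells and 100% = pilot-screen positive control compound; some compounds past the cut are filed as inactive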
SRC1 inh: inhibitors of human steroid receptor coactivator 1 (SRC1). HEK293 GAL4-SRC1 luciferase reporter, luminescence. inhibition, % at 3.6 µM. 360,000 compounds, 0.12% hits;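 active means inhibition above the campaign mean plus 3 SD, with each screening campaign given its own cutoff, cut at about 60% in these data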;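 further: 0% = DMSO treated cells and 100% = gossypol at 36 µM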
Target sequence (Q15788 whole entry, looked up, the tested form may be a part): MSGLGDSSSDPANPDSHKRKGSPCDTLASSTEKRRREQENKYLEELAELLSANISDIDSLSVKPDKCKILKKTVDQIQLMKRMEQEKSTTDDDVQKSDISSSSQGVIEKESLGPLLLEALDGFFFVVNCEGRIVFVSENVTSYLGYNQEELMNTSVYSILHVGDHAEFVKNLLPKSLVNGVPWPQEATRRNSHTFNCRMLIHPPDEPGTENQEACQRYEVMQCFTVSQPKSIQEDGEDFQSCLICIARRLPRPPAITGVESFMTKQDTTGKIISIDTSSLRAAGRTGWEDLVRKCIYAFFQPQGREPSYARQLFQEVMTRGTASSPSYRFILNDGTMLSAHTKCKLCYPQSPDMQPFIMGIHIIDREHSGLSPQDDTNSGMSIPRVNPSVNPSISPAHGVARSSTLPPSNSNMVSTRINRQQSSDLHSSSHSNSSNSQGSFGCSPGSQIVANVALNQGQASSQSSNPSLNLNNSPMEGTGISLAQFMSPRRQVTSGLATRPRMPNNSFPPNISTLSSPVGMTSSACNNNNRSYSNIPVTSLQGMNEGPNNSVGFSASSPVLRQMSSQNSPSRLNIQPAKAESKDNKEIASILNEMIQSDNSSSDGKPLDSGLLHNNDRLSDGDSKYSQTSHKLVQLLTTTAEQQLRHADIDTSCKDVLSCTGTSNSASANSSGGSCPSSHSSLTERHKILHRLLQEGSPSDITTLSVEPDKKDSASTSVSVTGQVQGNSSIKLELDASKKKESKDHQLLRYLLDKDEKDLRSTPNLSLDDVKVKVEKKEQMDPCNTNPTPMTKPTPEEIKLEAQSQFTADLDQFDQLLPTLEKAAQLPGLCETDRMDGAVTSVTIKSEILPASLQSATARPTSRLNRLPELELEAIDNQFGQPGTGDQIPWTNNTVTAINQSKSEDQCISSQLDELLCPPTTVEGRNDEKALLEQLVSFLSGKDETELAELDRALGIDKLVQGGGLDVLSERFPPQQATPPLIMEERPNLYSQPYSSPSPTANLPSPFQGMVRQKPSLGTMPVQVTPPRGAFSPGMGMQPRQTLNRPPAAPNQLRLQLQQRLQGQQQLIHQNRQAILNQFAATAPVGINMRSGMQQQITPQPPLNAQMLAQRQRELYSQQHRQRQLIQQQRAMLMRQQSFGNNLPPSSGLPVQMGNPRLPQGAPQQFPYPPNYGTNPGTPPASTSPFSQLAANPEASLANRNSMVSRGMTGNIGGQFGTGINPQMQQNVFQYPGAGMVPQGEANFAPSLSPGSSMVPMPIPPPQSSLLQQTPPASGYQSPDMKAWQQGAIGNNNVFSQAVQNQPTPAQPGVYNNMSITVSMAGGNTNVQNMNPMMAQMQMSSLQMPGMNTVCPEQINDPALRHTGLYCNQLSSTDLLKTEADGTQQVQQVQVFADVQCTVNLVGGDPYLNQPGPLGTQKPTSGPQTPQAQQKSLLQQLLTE
COUP-TFII inh: inhibitors of human COUP-TFII (NR2F2); 370,000 compounds, 0.7% hits; HEK293T NGFI-A luciferase reporter, luminescence; inhibition, % at 8.6 µM; P24468;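 active means inhibition above a per-plate cutoff, mean inhibition of test wells between control levels plus 3 SD, cut at about 38% in these data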;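 further: cells cotransfected with COUP-TFII expression vector driving the NGFI-A reporter; 0% = median of COUP-TF2 test wells and 100% = reporter-only cells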
NCOA3 inh: inhibits human SRC3 coactivator; HEK293 GAL4-SRC3 luciferase reporter, luminescence; inhibition, % at 3.6 µM; Q9Y6Q9; 360,000 compounds, 0.17% hits;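 active means inhibition above a per-campaign cutoff, the mean of all compounds plus 3 SD, cut at about 60% in these data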;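 further: 0% = DMSO-treated cells and 100% = gossypol-treated cells at 36 µM; higher means less SRC3-driven luciferase light from the GAL4 reporter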
LMP1 NFkB inh: inhibitors of Epstein-Barr LMP1-induced NF-kappaB reporter | inhibition, % at 12.5 µM | 350,000 compounds, 0.69% hits | LMP1-induced NF-kappaB luciferase reporter cells, luminescence | AID 504558; in the data active means inhibition above about 41%;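 further: 0% = neutral control wells and 100% = reference inhibitor control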
TROY NFkB inh: TROY signaling inhibition. inhibition, % at 10 µM. Q293 LMP1-TROYcd NF-kB luciferase reporter, 4 h. 360,000 compounds, 0.98% hits;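 active means compounds whose plate-normalised and pattern-corrected inhibition of the luciferase reporter signal at the single screening dose is 50% or more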
TRAIL sens C8: caspase-8 TRAIL sensitization; NB7+C8 cells + TRAIL, ATPlite viability luminescence; 360,000 compounds, 1% hits; inhibition (viability loss, TRAIL sensitization), % at 10 µM; AID 624354;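 active means compounds causing at least 50% loss of cell viability in the single-dose screen, relative to plate controls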
CF NFkB inh: blocks PAF-induced NF-kB reporter in cystic fibrosis cells | inhibition, % at 5 µM | 360,000 compounds, 0.86% hits | KKLEB NF-kB-GFP reporter, GFP fluorescence overnight;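 active means at least 50% inhibition at 5 µM, scaled per plate between neutral and stimulator controls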;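 further: PAF is a Pseudomonas aeruginosa culture filtrate used as stimulus; plate controls were PAF-stimulated DMSO wells for no effect and unstimulated DMSO wells for full effect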
LRH-1 inv ag: NR5A2 inverse agonism in reporter assay; inhibition, % at 3.6 µM; HEK293T StAR-luciferase reporter, LRH-1 transfected, 24 h; 360,000 compounds, 0.13% hits; O00482; AID 602396;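 active means inhibition above the mean inhibition of all tested compounds plus 3 SD, cut at about 73% in these data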;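 further: 0% = DMSO wells and 100% = reporter-only cells lacking LRH-1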
An asterisk follows results filed as active; · = not tested or not shown. Not all compounds are listed (hit frequency here may not be typical).

SMILES	KKLEB cytotox	TWEAK Fn14 block	Shn3 inh set2	SRC1 inh	COUP-TFII inh	NCOA3 inh	LMP1 NFkB inh	TROY NFkB inh	TRAIL sens C8	CF NFkB inh	LRH-1 inv ag
COc1cc(/C=N/NC(=O)c2cc[n+]([O-])cc2)cc(OC)c1OC	8	-7	13	-4	-5	6	1	23	-12	7	-6
CC(=O)N1CCN(S(=O)(=O)c2ccc(Cl)cc2F)CC1	-1	-5	-3	6	-14	4	6	-6	-1	15	5
O=C(O)CCCC(=O)Nc1cccc(-c2nc3ccccc3[nH]2)c1	-9	-2	-4	4	17	0	1	6	8	-7	2
O=C1CSC(c2ccncc2)N1Cc1ccccc1 (stereo unspecified)	4	6	11	-11	17	23	-3	5	-8	-2	-5
CN(Cc1ccccc1)C(=O)c1ccc(NC(=O)c2ccccc2)cc1	-20	-10	7	12	3	1	0	-32	0	4	15
CCOc1cc(N2CCOCC2)c(OCC)cc1NC(=O)COC(=O)CCOc1ccc(C(C)(C)C)cc1	7	-23	-9	-1	-10	-2	-8	10	-3	-17	-15
O=S(=O)(c1ccc2c(c1)OCCO2)N1CCN(c2cccc(Cl)c2)CC1	1	-22	13	-21	-10	-1	1	-7	-3	6	12
O=C(c1ccco1)N1CCN(S(=O)(=O)c2ccc(Br)s2)CC1	9	4	-1	4	18	-11	9	3	-31	12	-20
O=C(Nc1nc2ccccc2s1)C1CCN(S(=O)(=O)c2cc([N+](=O)[O-])ccc2Cl)CC1	-12	84*	83	-18	33	-1	0	36	27	49	-9
COc1cc2c(cc1OC)C(c1cc(OC)c(OC)c(OC)c1)C1(O)C(=O)OCC1(O)C2 (stereo unspecified)	-2	12	-11	-10	-8	4	-11	1	-8	6	-1
Cc1cc2cc(NC(=O)c3ccco3)ccc2[nH]1	-5	8	-31	-40	-22	-36	-7	26	26	-14	-7
CCn1c(C(=O)O)c(S(=O)(=O)c2ccc(Cl)cc2)c2ccccc21	2	-1	17	-19	11	3	0	18	2	3	10
CC1=C(C(=O)N(C(C)C)C(C)C)CC(CC(=O)NCCN2CCOCC2)C(=O)N1Cc1ccccc1 (stereo unspecified)	5	8	4	4	2	4	0	-3	3	-1	-1
CC(C)(C)c1ccc(C(CC(=O)O)NS(=O)(=O)Cc2ccccc2)cc1 (stereo unspecified)	-8	0	-11	-3	3	4	-3	6	0	4	-8
O=c1[nH]c(CN2CCCCC2)ccc1O	-1	-6	6	-1	7	-8	-8	2	-2	-16	-7
O=C(Oc1ccc(C(=S)N2CCOCC2)cc1)c1cccc(Cl)c1	6	-14	4	-27	0	6	-4	-7	36	-12	18
C/C(Cl)=C/Cn1c(=O)c2c(nc(Br)n2Cc2ccccc2)n(C)c1=O	5	26	28	10	3	23	25	-11	2	11	-12
S=c1nc(-c2ccc(Cl)cc2)[nH][nH]1	6	1	-26	-5	-2	-22	0	-12	8	2	-13
CC(C)(C)NC(=O)C(c1ccc(O)cc1)N(Cc1ccccc1)C(=O)CCC(=O)Nc1nccs1 (stereo unspecified)	-1	19	0	2	9	3	-5	-5	-5	2	1
Cc1cc(OCC(=O)N(Cc2cccs2)C2CCS(=O)(=O)C2)ccc1Cl (stereo unspecified)	4	19	-1	4	-9	-13	-2	2	2	9	-9
COc1ccc(F)cc1S(=O)(=O)Nc1cc2c3c(c1)CCN3C(=O)CC2	2	3	11	-11	0	2	-9	1	6	-33	-13
COCCNC(=O)CN(C(=O)Cn1nnc2ccccc21)c1cc(C)cc(C)c1	3	-1	3	-2	3	13	-5	-9	-12	5	-23
O=C(O)/C=C/C(=O)N(CC1CCCO1)C1CC(=O)N(c2c(Cl)cccc2Cl)C1=O (stereo unspecified)	2	8	-31	1	-7	3	-2	11	-5	22	-2
CCSc1ccc([C@@H]2[C@@H]3C(=O)N(CC)C(=O)[C@@H]3[C@]3(C(=O)OC)CCCCN23)cc1	5	24	9	6	-4	1	-9	12	1	-39	21
CC(/C=C/c1ccco1)=N\NC(=O)c1cccc(Cl)c1	-3	1	11	-55	-27	-34	-10	-38	-3	-9	-59
O=c1[nH]c(N/N=C/c2ccc(O)cc2)nc2ccccc12	4	6	-74	-106	-52	-47	-13	-40	17	1	-112
Cc1nnc(NC(=O)CSc2nccn2Cc2ccc(F)cc2)s1	15	2	10	-9	6	-1	0	12	-25	-18	-16
CN(Cc1ccccc1)C(=O)c1ccc(NC(=O)C2=CSCCO2)cc1	9	-14	-42	-15	-11	-47	-9	-33	-6	-37	-52
COc1ccc(NS(=O)(=O)c2cccc(C(=O)NNC(=O)c3ccc(=O)[nH]c3)c2)cc1	-2	10	-3	-2	5	-4	0	-8	-5	-36	-5
COC(=O)c1ccc(/C=C2\SC(=S)N(CCCC(=O)N3CCOCC3)C2=O)cc1	-7	18	-9	5	0	4	-7	15	-17	2	-19
Cc1ccc(C)c(-n2c(Cc3cc(=O)[nH]c(=O)[nH]3)nnc2SCC(=O)NCC2CCCO2)c1 (stereo unspecified)	9	-3	12	-21	10	-5	-17	-7	-20	-5	12
O=C(Nc1c(Cl)cc(Cl)cc1C(=O)NCc1cccnc1)c1ccc(Cl)cc1Cl	8	6	2	-11	4	-5	-19	19	-13	-1	12
O=C(Nc1cccc(-n2cnnn2)c1)c1ccoc1COc1ccc(Cl)cc1	16	-13	14	-5	-10	-14	-12	17	3	-8	-9
COc1ccccc1OCCNC(=O)CC(NC(C)=O)c1ccccc1 (stereo unspecified)	-1	6	-6	0	2	2	2	14	3	-16	-11
CCCOc1ccccc1-n1sc2c(c1=S)-c1cc(OC)cc3c1N(C(=O)C3=O)C2(C)C	30	3	16	-13	-2	-3	-6	-3	10	-1	-7
CC(C)OC(=O)CSc1nnc(C2CCCCC2)n1N	-4	-5	5	4	-7	0	3	-2	-14	6	-13
COc1cc(NC(C)C(=O)N2CC(C)OC(C)C2)cc(OC)c1 (stereo unspecified)	6	5	16	-5	-11	13	-2	0	-15	-12	4
COc1ccc(/C=C(\C#N)C(=O)NCCCn2ccnc2)cc1	-5	1	-31	-4	-7	-7	-2	9	0	10	1
CC1(C)CC(=O)c2cnc(NCC3CCCO3)nc2C1 (stereo unspecified)	9	-13	0	-14	9	-5	-5	-6	-10	-26	-12
Cc1cccc(NC(=S)N(CCN(C)C)C(C)c2ccco2)c1 (stereo unspecified)	6	-8	2	-6	7	18	7	-7	-4	1	4
COC(=O)c1ccccc1NC(=O)c1cnn2c(C)cc(C)nc12	8	-27	-2	-6	2	-8	10	19	1	-17	19
CSc1ncccc1C(=O)NNc1cc(Cl)ccc1Cl	-5	3	7	12	·	-2	1	-15	-28	-2	-30
COc1ccccc1-n1c(C)cc(/C=C2/C(=N)N3C(=NC2=O)SN=C3S(C)(=O)=O)c1C	4	-18	-44	-43	14	-51	4	17	58*	-4	-49
CNc1ncnc2c1ncn2[C@@H]1O[C@H](CO)[C@@H](O)[C@H]1O	-9	-44	-20	-27	-41	-12	55*	10	11	-12	1
COC(=O)c1cc(OC)c(OC)cc1NC(=O)CSCc1c(C)noc1C	8	-6	17	-27	-10	0	-3	7	6	-1	4
CC1(C)C[C@H]2C3=CCC4[C@@]5(C)CC[C@H](O)[C@](C)(CO)C5CC[C@@]4(C)[C@]3(C)C[C@H]3O[C@@H]1[C@H](O)[C@]32CO (stereo partly specified)	-7	-12	4	-22	13	-11	-2	-11	0	-19	-17
CCCCNc1cc(C)nc(NCc2ccccc2)n1	-14	32	84	17	·	31	0	27	8	17	43
CC1CCN(CCCCOc2ccc(Br)cc2)CC1	-1	18	-55	2	-13	12	0	1	13	-8	10
Cc1ccc(NC(=O)CN2C(=O)COc3ccc(C)cc32)nc1	14	5	-3	-16	2	1	9	-7	-8	7	0
Cc1cc(=O)c(C(=O)O)nn1-c1ccccc1Cl	8	22	-4	0	-16	-12	3	5	-4	-14	-3
CCc1nc2ccc(C(=O)N(C)CC(=O)Nc3ccccc3C(F)(F)F)cc2nc1CC	6	23	-9	3	-2	2	2	7	-14	9	-2
COCCCN1C(=O)C(=O)/C(=C(/O)c2ccc(S(=O)(=O)N3CCOCC3)cc2)C1c1cccc(Cl)c1 (stereo unspecified)	6	-3	-15	-7	8	18	-7	4	16	-17	20
Cc1cccc(NC(=S)Nc2cccc3ccccc23)c1	10	23	-14	-17	-4	-10	1	39	7	2	17
CCc1ccc(OCC(=O)NNC(=O)c2c(CC)noc2C)cc1	7	6	1	5	-2	-2	4	-8	-10	3	-7
Cc1ccc(C2(C)NC(=O)N(CC(=O)Nc3nc(-c4ccccn4)cs3)C2=O)cc1 (stereo unspecified)	2	14	63	12	-2	14	24	-18	13	-6	27
COc1ccccc1-n1cnnc1SC(C)C(=O)NCC1CCCO1 (stereo unspecified)	-2	17	9	-2	15	1	2	2	10	-10	-4
C[C@@H]1CN([C@@H](C)CO)C(=O)c2cc(NC(=O)c3ccncc3)ccc2O[C@@H](C)CCCCO[C@@H]1CN(C)C(=O)Cc1ccccc1	12	11	-2	-10	-18	5	-1	-3	-5	-8	-7
N#C/C(=C\c1ccc(-c2ccccc2)o1)C(=O)Nn1cnnc1	5	7	-11	3	-5	-9	-3	-8	1	8	-10
O=C(NC(Cc1ccccc1)C(=O)O)/C(=C\c1ccc(Cl)cc1)NC(=O)c1ccco1 (stereo unspecified)	5	7	10	-1	18	-2	0	10	-11	17	-1
CCOc1cc(C(N)=O)cc(Br)c1OC	-9	23	-28	37	17	34	6	17	-13	48	-7
More entries:
SMILES	KKLEB cytotox	TWEAK Fn14 block	Shn3 inh set2	SRC1 inh	COUP-TFII inh	NCOA3 inh	LMP1 NFkB inh	TROY NFkB inh	TRAIL sens C8	CF NFkB inh	LRH-1 inv ag
OC1(CC#CCN2CCCCC2)c2ccccc2-c2ccccc21	4	12	5	12	-17	2	1	12	-5	-7	8
CCOC(=O)C1(Cc2cccc(Cl)c2)CCCN(C(=O)CCC(=O)N(C)C)C1 (stereo unspecified)	9	4	18	-16	0	5	-10	-2	-3	0	13
CCCOc1ccc(C(=O)NCC(c2ccco2)N(C)C)cc1OC (stereo unspecified)	-7	14	0	-5	10	9	5	8	16	7	-6
Cc1cc(NC(=O)CSc2nnnn2-c2ccc(C(C)C)cc2)no1	6	22	10	5	-11	12	-3	6	-1	-2	3
Cc1nn(C)c(Cl)c1CN1CCN(CC(C)C)C(CCO)C1 (stereo unspecified)	2	1	-5	-6	-5	7	0	-13	-7	0	24
CC(C)(C)C(=O)CSc1ccc(S(=O)(=O)N2CCN(Cc3ccccc3)CC2)cn1	-23	-12	9	-14	6	-10	1	-24	-1	16	-2
O=C(NCc1cc(Cl)cc(Cl)c1)c1ccc2nc([C@H]3C[C@H](O)[C@@H](CO)O3)[nH]c2c1	0	5	6	6	-14	1	·	1	-6	-15	-16
